TrxR1 substrate: rat thioredoxin reductase 1 substrate activity; O89049; purified TrxR1 substrate turnover, NADPH consumption readout; Potency, µM (top dose mostly 114 µM), for the others: at the highest dose activity change, negative = substrate turnover; actives 0.01% (n = 390,000); further: potency means the concentration at half of the fitted maximal effect; on the % scale 0 is the no-effect control and ±100 the full control effect; nearly all actives have a fitted effect of over 50% in size
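Rat TrxR1, dispensed at 90 nM, was prereduced with 400 uM NADPH (final) for 5 min at ~22 deg C, then incubated with compound 15 min before 400 uM selenite. A first-read NADPH fluorescence drop versus no-compound background flagged substrates.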
USP1-UAF1 inh: USP1/UAF1 (human) deubiquitinase inhibition. O94782. recombinant USP1/UAF1, Ub-Rhodamine cleavage fluorescence. Potency, µM (series often up to 57.1 µM), for the others: top-dose activity change, negative = inhibition, usual class: inhibitors. actives 0.23% (n = 390,000). AID 743255; further: potency means the concentration at half of the fitted maximal effect; on the % scale 0 is the no-effect control and ±100 the full control effect; nearly all actives have a fitted effect of over 60% in size; inactives centre near -12
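In this screen, compounds sit with the deubiquitinase complex (1nM) for 15 min at room temperature before Ub-Rho is added at 150nM final. Fluorescence rise is then followed for 6 reads every 60 seconds.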
TrxR1 inh: inhibitors of rat thioredoxin reductase 1; recombinant rTrxR1, NADPH fluorescence consumption, selenite substrate; actives 1% (n = 390,000); Potency, µM (titrated, usually from 114 µM), inactives show top-dose activity change, negative = inhibition, hits mostly inhibitors; O89049; AID 588453; further: potency means the concentration at half of the fitted maximal effect; on the % scale 0 is the no-effect control and ±100 the full control effect; nearly all actives have a fitted effect of over 65% in size
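Rat TrxR1 (90 nM in the dispensed reagent) was pre-reduced with 400 uM NADPH for 5 min at room temperature, then incubated with compound for 15 min. After 400 uM selenite was added, NADPH fluorescence (Ex 340/Em 450 nm) was followed for 8 min.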
mIDH1 inhibitor: human IDH1 R132H inhibition; Potency, µM (highest dose often 76.6 µM), inactives show top-dose activity change, negative = inhibition, most hits filed as inhibitors; AID 602179; O75874; actives 0.093% (n = 390,000); IDH1-R132H enzyme, NADPH consumption, diaphorase/resazurin fluorescence; further: potency means the concentration at half of the fitted maximal effect; on the % scale 0 is the no-effect control and ±100 the full control effect; nearly all actives have a fitted effect of over 65% in size
Target sequence (O75874 whole entry R132H, stated change not applied): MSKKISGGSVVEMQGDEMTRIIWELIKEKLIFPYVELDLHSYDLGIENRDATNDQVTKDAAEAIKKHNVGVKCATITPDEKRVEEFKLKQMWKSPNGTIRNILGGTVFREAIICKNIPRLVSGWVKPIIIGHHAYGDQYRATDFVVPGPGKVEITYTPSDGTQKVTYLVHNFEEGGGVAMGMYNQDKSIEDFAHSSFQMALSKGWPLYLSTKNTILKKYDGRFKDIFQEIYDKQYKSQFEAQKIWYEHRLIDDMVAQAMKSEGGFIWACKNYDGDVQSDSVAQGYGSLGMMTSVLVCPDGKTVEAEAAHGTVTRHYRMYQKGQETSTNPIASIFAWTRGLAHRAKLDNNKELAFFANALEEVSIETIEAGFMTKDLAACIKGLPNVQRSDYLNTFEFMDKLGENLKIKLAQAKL
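IDH1-R132H (0.5 ug/mL dispensed) in pH 7.5 Tris buffer was preincubated 30 min with compound, then given a substrate mix of 0.016 mM NADPH and 2 mM alpha-KG for 80 min at room temperature; remaining NADPH was read by diaphorase/resazurin fluorescence.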
GLS inhibitor: inhibitors of human glutaminase (GLS); actives 0.21% (n = 410,000); Potency, µM (titrated, usually from 45.5 µM), for the others: top-dose activity change, negative = inhibition, actives largely listed as inhibitors; GLS enzymatic activity, qHTS titration; O94925; further: potency means the concentration at half of the fitted maximal effect; on the % scale 0 is the no-effect control and ±100 the full control effect
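hKGA in 45 mM KH2PO4 pH 8.2, 0.02% Tween-20 with pin-transferred compounds; 1 mM L-glutamine (stock) plus glutamate oxidase/HRP/Amplex Red coupling added. Fluorescence read initially and after 30 min at RT.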
PGK inhibitor: blocks T. brucei phosphoglycerate kinase | Potency, µM (titrated, usually from 57.5 µM), without a hit: at the top dose activity change, negative = inhibition, hits mostly inhibitors | P07378 | actives 0.043% (n = 380,000) | AID 602233 | PGK/GAPDH coupled, Kinase-Glo luminescence, 60 min; further: potency means the concentration at half of the fitted maximal effect; on the % scale 0 is the no-effect control and ±100 the full control effect; nearly all actives have a fitted effect of over 60% in size
Target sequence (P07378 whole entry, looked up): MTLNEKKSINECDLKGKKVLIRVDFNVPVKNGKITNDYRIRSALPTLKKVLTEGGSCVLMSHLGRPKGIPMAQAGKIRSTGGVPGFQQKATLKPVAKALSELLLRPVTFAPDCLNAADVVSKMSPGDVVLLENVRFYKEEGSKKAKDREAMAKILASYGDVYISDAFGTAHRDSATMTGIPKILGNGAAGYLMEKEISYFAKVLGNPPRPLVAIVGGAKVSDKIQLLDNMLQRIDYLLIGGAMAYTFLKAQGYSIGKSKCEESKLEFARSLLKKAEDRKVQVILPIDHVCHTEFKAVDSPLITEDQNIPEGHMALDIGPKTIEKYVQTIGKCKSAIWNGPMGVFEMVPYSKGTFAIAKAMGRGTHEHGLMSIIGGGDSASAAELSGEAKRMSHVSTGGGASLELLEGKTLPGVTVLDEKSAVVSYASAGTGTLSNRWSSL
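Recombinant glycosomal PGK reaction used 1,3-bisphosphoglycerate generated in-well by GAPDH (100nM final) in 100mM TEA pH 7.6, 5mM MgCl2, 0.01% Tween-20. After 60 minutes at room temperature, ATP was read by Kinase-Glo Plus luminescence end-point.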
PI4K2A block: inhibitors of human PI4K2A. Q9BTU6. purified PI4K2A, ADP-Glo luminescence, 1 h; stronger effect = lower value. activity change, negative = inhibition, % at 76.9 µM. actives 0.13% (n = 420,000); in the data active means activity change below about -50%; inconclusive means mostly about -30% to -49%;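 further: -100% = wells without enzyme as full effect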
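In this quantitative HTS, ADP production by PI4K2A was quantified luminescently after 1 h at ambient temperature; 100 microM adenosine served as plate-quality control.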
HP1b binding inh: blocks HP1-beta chromodomain binding to methylated histone tails. actives 0.56% (n = 390,000). AlphaScreen HP1-beta / biotin-H3K9me3 peptide binding. P83916. AID 540317. Potency, µM (top dose mostly 114 µM), without a hit: top-dose activity change, negative = inhibition, hits mostly inhibitors; further: potency means the concentration at half of the fitted maximal effect; nearly all actives have a fitted effect of over 70% in size; inactives centre near 23
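AlphaScreen: HP1-beta (50 nM) preformed 30 min with biotin-H3(1-18)K9me3 peptide (50 nM) in PBS pH 7.4, 0.01% Tween-20. Compound added for 30 min at RT, then streptavidin donor/nickel chelate acceptor beads (10 ug/mL) for 30 min.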
Pin1 inhibitor: human Pin1 inhibition. Potency, µM (highest dose often 115 µM), for the others: at the highest dose activity, negative = inhibition, most hits filed as inhibitors. Q13526. AID 504891. Pin1 FP peptide displacement, HiFluor488, 10 min. actives 0.009% (n = 390,000); active means well fitted inhibition curve with a large enough effect in the polarisation, with a control signal flat, not every such curve was filed as active; inconclusive means small, poorly fitted or top-dose-only effect, or effect the other way, or a change in a side signal; inactive means no such curve, though single readings can be large or run the other way; the % refers to the polarisation; further: potency means the concentration at half of the fitted maximal effect; on the % scale 0 is the no-effect control and ±100 the full control effect
Target sequence (Q13526 whole entry, looked up): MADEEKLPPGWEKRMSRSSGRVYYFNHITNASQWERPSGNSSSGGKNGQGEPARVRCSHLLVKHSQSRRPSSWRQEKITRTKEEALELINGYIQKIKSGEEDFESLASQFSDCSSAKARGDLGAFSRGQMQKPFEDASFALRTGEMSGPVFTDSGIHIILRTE
* = called active by the depositor; i = inactive; ? = inconclusive; . = no result given; [ ] = another dose, or the depositor's remark. Unless noted, the call rests on the fitted dose curve; in most records, active means well fitted curve in the direction sought with a large enough effect; inconclusive means small, poorly fitted or top-dose-only effect, or another doubt; inactive means no such curve, though single readings can be large; an effect the other way counts as inactive or inconclusive.

mIDH1 inhibitor | PGK inhibitor | GLS inhibitor | Pin1 inhibitor | USP1-UAF1 inh | TrxR1 substrate | PI4K2A block | TrxR1 inh | HP1b binding inh | molecule
3% | -5% | -4% | 18% | -8% | -8% | 5 | -9% | 24% | Cc1ccc(NC(=O)CCN2C(=O)c3ccccc3S2(=O)=O)cc1F
2% | 5% | 6% | -2% | -4% | 6% | 5 | 11% | 34% | COc1cc(-c2cc(C(=O)OCC(=O)Nc3ccc4c(c3)OCO4)c3ccccc3n2)cc(OC)c1OC
0% | i | -2% | -7% | -4% | 7%[57.1 µM] | -1 | 26%[57.1 µM] | 24% | Clc1cccc(Cc2ccc(Cl)nn2)c1
-2% | -10% | 1% | 1% | -12% | -4% | -6 | -2% | 24% | O=C(COC(=O)c1ccc(S(=O)(=O)N2CCCCC2)cc1)Nc1ccccc1Cl
10% | 0% | 16% | -7% | -13% | 13%[57.1 µM] | 1 | 25%[57.1 µM] | -3% | CCCCNc1c(-c2ccc(OC)c(Sc3ccc(OC)cc3)c2)nc2ccc(Cl)cn12
11% | -5% | 11% | -17% | ? | 11%[57.1 µM] | -30 | 0%[57.1 µM] | ? | CC(OC(=O)c1cc(O)c2ccccc2c1O)C(=O)Nc1ccc(C(N)=O)cc1 (centres undefined)
3% | -13% | -2% | -4% | -2% | -4% | -2 | 4% | 32% | CCNc1nc(NCC)n2c(SCC(=O)Nc3cc(Cl)ccc3OC)nnc2n1
6% | 3% | 2% | 7% | -13% | 4% | 3 | 18% | 10% | CCn1cc([N+](=O)[O-])c(C(=O)Nc2ccc(Cn3nc(C)cc3C)cc2)n1
-2% | 3% | 10% | -5% | -21% | 7%[57.1 µM] | 1 | 27%[57.1 µM] | 76%[activator] | CCOC(=O)COc1coc(CN2CCN(c3ccc(F)cc3)CC2)cc1=O
13% | i | -3% | -13% | -23% | -3% | 0 | 7% | 31% | CSCCC(NS(=O)(=O)c1ccccc1)C(=O)OC(C)C(=O)Nc1ccc(Cl)cn1 (centres undefined)

Two entries from above, in markdown:
| canonical_smiles | mIDH1 inhibitor | PGK inhibitor | GLS inhibitor | Pin1 inhibitor | USP1-UAF1 inh | TrxR1 substrate | PI4K2A block | TrxR1 inh | HP1b binding inh |
| --- | --- | --- | --- | --- | --- | --- | --- | --- | --- |
| Clc1cccc(Cc2ccc(Cl)nn2)c1 | 0% | i | -2% | -7% | -4% | 7%[57.1 µM] | -1 | 26%[57.1 µM] | 24% |
| O=C(COC(=O)c1ccc(S(=O)(=O)N2CCCCC2)cc1)Nc1ccccc1Cl | -2% | -10% | 1% | 1% | -12% | -4% | -6 | -2% | 24% |

The results go on:
mIDH1 inhibitor | PGK inhibitor | GLS inhibitor | Pin1 inhibitor | USP1-UAF1 inh | TrxR1 substrate | PI4K2A block | TrxR1 inh | HP1b binding inh | molecule
0% | -6% | -1% | -8% | -25% | 4% | -1 | 16% | 21% | Cc1cccc(N2CCN(S(=O)(=O)c3c(C)[nH]c(C)c3C(=O)N3CCCC3)CC2C)c1 (centres undefined)
4% | -5% | -3% | 11% | -9% | -12% | 0 | 10%[57.1 µM] | 27% | COc1ccc(OC)c(NC(=O)COC(=O)CCc2nc3ccccc3c(=O)[nH]2)c1
-19% | 9% | -6% | -4% | -28% | 2% | 4 | ? | 32% | CCOC(=O)C1CCCN(C(=O)CCCn2nnnc2CN2CCOCC2)C1 (centres undefined)
6% | -5% | 0% | -1% | -23% | 8%[57.1 µM] | -2 | 27%[57.1 µM] | 21% | On1c(-c2ccccc2Cl)nc2ccccc21
-15% | i | 1% | -16% | ? | -1% | -1 | 9% | 21% | CC(C)Oc1ccc(C(=O)N2CCCCC2CCN2CCCCC2)cc1 (centres undefined)
5% | 2% | 14% | 0% | ? | 67%[activator] | 7 | 22% | 8% | CSCC[C@H](NC(=O)c1cc2c([nH]c3ccccc32)c(-c2ccccc2)n1)C(=O)O
2% | -6% | -11% | -6% | 2% | -7% | -2 | -4% | 15% | Cc1cccc(C(=O)NC2CC3CCCC(C2)N3C(=O)NC2CCCCC2)c1 (centres undefined)
2% | -4% | -13% | -5% | -9% | -1% | -4 | -5% | 22% | Cc1ccc(NC(=O)CN(C)C(=O)c2ccc(-n3cncn3)c([N+](=O)[O-])c2)cc1
5% | -7% | 10% | ? | 138%[activator] | 13% | -7 | 19% | ? | CCOc1ccc2nc(/N=C/c3nc(-c4ccc(Br)cc4)oc3O)sc2c1
-3% | -8% | -2% | -9% | -15% | -3% | 2 | 10% | 15% | C=CCn1cc(C(=O)NCCCN(CC)CC)c(=O)c2cc(S(=O)(=O)N3CCC(C)CC3)ccc21
-1% | . | 5% | ? | -2% | -6% | -3 | 7% | 54%[activator] | O=C(OCCNc1nc(-c2ccccc2)nc2ccccc12)c1cccnc1
2% | 4% | 18% | 3% | -14% | 4%[57.1 µM] | 8 | 14%[57.1 µM] | 213% | Cc1nc(-c2ccccc2)sc1C(=O)CSc1ccccc1
-10% | -5% | -2% | -5% | -4% | 1% | -4 | 18% | 22% | NC(=O)C12CCCC(Br)(CCC1)C2
-9% | -7% | 0% | . | -10% | . | -3 | . | . | CC(C(=O)N1CCCC1)N(c1ccc(Cl)cc1)S(C)(=O)=O (centres undefined)
0% | -1% | -1% | 1% | -9% | -7% | 1 | -9% | 6% | CC(=O)c1c(C(C)=O)c(C)n(-c2ccc(C(=O)O)cc2)c1C
-2% | -4% | 8% | 10% | 12% | -16% | -10 | -6% | -11% | N#Cc1c(NC(=O)CCN2C(=O)c3ccccc3C2=O)oc(-c2ccccc2)c1-c1ccccc1
0% | i | -5% | -1% | -24% | -11% | 3 | -16% | 7% | COc1ccccc1C1=NOC(COC(=O)c2ccc([N+](=O)[O-])cc2)C1 (centres undefined)
2% | -3% | 2% | 42%[activator] | 0% | 5% | -4 | 11% | 17% | CCOc1ccc(-n2c(O)cc(=O)[nH]c2=O)cc1
9% | i | 11% | 10% | -6% | -10% | -1 | -4% | 46%[activator] | COC(=O)c1ccc(Nc2nc(C)cc(=O)[nH]2)cc1
6% | i | 51%[activator] | -6% | -23% | 3% | 19 | 16% | 44% | CNC(=O)CC1C(=O)N(c2ccc(F)cc2)C(=S)N1NC(=O)c1ccc(Cl)cc1 (centres undefined)

Some of these compounds in order of heavy-atom count, low to high:
mIDH1 inhibitor | PGK inhibitor | GLS inhibitor | Pin1 inhibitor | USP1-UAF1 inh | TrxR1 substrate | PI4K2A block | TrxR1 inh | HP1b binding inh | molecule
0% | i | -2% | -7% | -4% | 7%[57.1 µM] | -1 | 26%[57.1 µM] | 24% | Clc1cccc(Cc2ccc(Cl)nn2)c1
6% | -5% | 0% | -1% | -23% | 8%[57.1 µM] | -2 | 27%[57.1 µM] | 21% | On1c(-c2ccccc2Cl)nc2ccccc21
9% | i | 11% | 10% | -6% | -10% | -1 | -4% | 46%[activator] | COC(=O)c1ccc(Nc2nc(C)cc(=O)[nH]2)cc1
-9% | -7% | 0% | . | -10% | . | -3 | . | . | CC(C(=O)N1CCCC1)N(c1ccc(Cl)cc1)S(C)(=O)=O (centres undefined)
2% | 4% | 18% | 3% | -14% | 4%[57.1 µM] | 8 | 14%[57.1 µM] | 213% | Cc1nc(-c2ccccc2)sc1C(=O)CSc1ccccc1
-15% | i | 1% | -16% | ? | -1% | -1 | 9% | 21% | CC(C)Oc1ccc(C(=O)N2CCCCC2CCN2CCCCC2)cc1 (centres undefined)
-1% | . | 5% | ? | -2% | -6% | -3 | 7% | 54%[activator] | O=C(OCCNc1nc(-c2ccccc2)nc2ccccc12)c1cccnc1
11% | -5% | 11% | -17% | ? | 11%[57.1 µM] | -30 | 0%[57.1 µM] | ? | CC(OC(=O)c1cc(O)c2ccccc2c1O)C(=O)Nc1ccc(C(N)=O)cc1 (centres undefined)
4% | -5% | -3% | 11% | -9% | -12% | 0 | 10%[57.1 µM] | 27% | COc1ccc(OC)c(NC(=O)COC(=O)CCc2nc3ccccc3c(=O)[nH]2)c1
10% | 0% | 16% | -7% | -13% | 13%[57.1 µM] | 1 | 25%[57.1 µM] | -3% | CCCCNc1c(-c2ccc(OC)c(Sc3ccc(OC)cc3)c2)nc2ccc(Cl)cn12
-2% | -4% | 8% | 10% | 12% | -16% | -10 | -6% | -11% | N#Cc1c(NC(=O)CCN2C(=O)c3ccccc3C2=O)oc(-c2ccccc2)c1-c1ccccc1

Remaining list, next part
mIDH1 inhibitor | PGK inhibitor | GLS inhibitor | Pin1 inhibitor | USP1-UAF1 inh | TrxR1 substrate | PI4K2A block | TrxR1 inh | HP1b binding inh | molecule
-3% | -1% | 3% | -3% | -18% | -1% | 0 | 12% | 27% | COc1cccc(-c2nc(CS(=O)CC(=O)NCCc3ccc(C)cc3)c(C)o2)c1 (centres undefined)
6% | i | -1% | -5% | -5% | -2% | 2 | 36% | 13% | COc1ccc(CNC(=O)CN(Cc2ccc(OC)cc2)C(=O)CCC(=O)Nc2ccccn2)cc1
-13% | i | 2% | 3% | -17% | 8%[57.1 µM] | -2 | 17%[57.1 µM] | 30% | CCOC(=O)C(CCC(C)=O)C(=O)c1ccccc1 (centres undefined)
4% | 0% | 11% | 3% | -15% | 3% | -4 | 38%[0.0914 µM] | -5% | Cn1ccnc1SCC(=O)c1ccc(OC(F)F)cc1
18% | -2% | -1% | 5% | -21% | 4% | 3 | 4% | -7% | CN1C(=O)/C(=C\c2cccc(OCc3ccccc3)c2)SC1=S
5% | -4% | -5% | 9% | -9% | -12% | 0 | -8% | 36% | Cc1cc(C(=O)Nc2ccccc2N2CCOCC2)c2ccccc2n1

These rows are one share of the data. The share of hits here may be higher or lower than overall.
